Assay outcomes deposited in PubChem BioAssay by Broad Institute.
miR122 inh: miR-122 Renilla sensor signal increase in Huh7, primary screen, miR-122 inhibitor project, cell-based, single point, plate reader. Huh7 miR-122 Renilla luciferase sensor, 48 h; neutral wells = 0, positive control = 100. activation (reporter increase), % at 12.5 µM. hit rate 0.3% among 340,000. AID 602342, 2012;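 active means mean replicate activation score at least 90 and every replicate individually at or above 90; inconclusive means only one of the two criteria met; inactive means neither criterion met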;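 further: higher luciferase means less miR-122 activity so hits act as miR-122 inhibitors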
Cneo AK release: Cryptococcus neoformans cell lysis inducers, primary screen, AK release luminescence, single concentration; C. neoformans lysis, adenylate kinase release luminescence, 4 h; normalised: neutral wells 0, clomiphene wells 100; lysis activity, % at 15 µM; hit rate 0.2% among 360,000; AID 651654, 2012;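 active means mean lysis activity across replicates of at least 80%, whatever share of replicates individually reach that level; inactive means mean lysis activity below 80%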
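Signal: Adenylate kinase release luminescence | Assay system: Log-phase Cryptococcus neoformans yeast cells | Input: Cells at 5 × 10^6 per mL | Buffer or medium: Fresh YPD growth medium | Compound: Single dose | Schedule: Static 4 h at 37 °C with compound, 1 h detection | Controls: Clomiphene | Read-out: Luminescence rise reflecting yeast cell lysis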
FN deposition inh: inhibitors of fibronectin matrix deposition, primary screen, AH1F cells, Alexa488-fibronectin fluorescence, plate reader; AID 743247, 2014; hit rate 0.086% among 350,000; inhibition, % at 12.6 µM; AH1F fibroblasts, overnight;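 active means mean inhibition across replicates of 30% or more, regardless of how many single replicates reach that level; inconclusive means mean under 30% yet at least half of replicates reach 30%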;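 further: positive control wells lacked labelled fibronectin entirely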
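Assay system: AH1F fibroblast monolayer, labelled fibronectin deposition. Amount: 10000 cells per well. Also added: labelled fibronectin 24 nM. Compound: single-point pinned compound. Incubation: cell attachment 1 h, compound and FN exposure overnight. Detection: fluorescence after three HBSS washes, excitation 485 nm, emission 525 nm. Read-out: inhibition of fibronectin deposition signal.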
LGR2 antag: inhibitors of bursicon-induced LGR2 CRE-luciferase signal, primary screen, cell-based, HEK293, CRE-luciferase reporter, bursicon stimulation; Drosophila bursicon receptor LGR2 (rickets); bursicon-stimulated, 4 h; inhibition, % at 9.99 µM; hit rate 0.35% among 380,000;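 active means drop in luminescence signal, shown as inhibition above about 50% in the replicate tests, limit read from the data, passing the limit was not always enough; inconclusive means probably only some replicates passing the limit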;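 further: agonist challenge used bursicon conditioned medium at about half maximal strength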
PGC1a acetyl inh: inhibitors of PGC1a acetylation signal, primary screen, cell-based, U2OS, AlphaScreen, inhibitor mode; AlphaScreen anti-acetyl-lysine; with virally co-expressed GCN5 acetyltransferase; inhibition, % at 15.6 µM; hit rate 0.17% among 350,000;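 active means every replicate shows inhibition of at least 40%; inconclusive means mean inhibition at least 40% but some replicate below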;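 further: 0% = neutral control wells and 100% = positive control wells; some results beyond the cut were filed as inactive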
EWS-Fli block: EWS/Fli-driven NR0B1 reporter inhibitors, primary screen, A673 cells, NR0B1 luciferase, luminescence, MLPCN library; viability-normalised; inhibition, % at 12.6 µM; hit rate 0.67% among 350,000; AID 651661, 2012;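 active means mean inhibition of at least 50% after viability correction, with every replicate also passing that limit; inconclusive means mean reaches 50% but only one of two replicates passes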;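 further: firefly luciferase signal divided by Alamar Blue viability fluorescence both relative to DMSO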
PAX8 reporter: inhibitors of PAX8-driven TPO luciferase reporter, primary screen, RMG-I cells, single concentration | hit rate 1.2% among 360,000 | AID 652154, 2013 | SteadyGlo, 24 h | inhibition, % at 12.6 µM;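 active means mean replicate inhibition at least 60% with every replicate also reaching 60%; inconclusive means only one of the two criteria is met; inactive means mean below 60% and not all replicates reaching 60%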;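 further: luciferase light reporting Pax8 driven TPO promoter activity; plate controls were median of neutral control wells for no effect and mitoxantrone controls for full effect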
Casp6 inh: human caspase-6 inhibitors, primary screen, biochemical, VEID-R110 fluorescence, single point, set 2 | AID 686996, 2013 | inhibition, % at 12.5 µM | P55212 | hit rate 0.53% among 350,000 | purified caspase-6, Z-VEID-R110 cleavage fluorescence;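 active means mean inhibition across replicates at least about 35%, with every replicate also reaching that limit, limit read from the data; inconclusive means only one of the two criteria met; inactive means neither criterion met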;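 further: 0% = median of neutral control wells and 100% = no fluorescence left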
Target sequence (P55212 24-179 limits assumed): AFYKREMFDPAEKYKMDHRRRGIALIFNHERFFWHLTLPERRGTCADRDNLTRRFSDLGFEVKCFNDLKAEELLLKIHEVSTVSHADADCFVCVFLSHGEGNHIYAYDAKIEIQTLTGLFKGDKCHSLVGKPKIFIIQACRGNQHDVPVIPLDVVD
Target sequence (P55212 194-293 limits assumed): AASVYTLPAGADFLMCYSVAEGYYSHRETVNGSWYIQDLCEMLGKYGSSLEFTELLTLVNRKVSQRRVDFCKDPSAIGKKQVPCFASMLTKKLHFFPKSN
Numbers without * were called inactive; ? = inconclusive; . = no result given; & = joins results of further samples; [ ] = remark or other dose. Only part of the results is shown (hit frequency here may not be typical).

SMILES,FN deposition inh,miR122 inh,Casp6 inh,LGR2 antag,PGC1a acetyl inh,PAX8 reporter,EWS-Fli block,Cneo AK release
Cc1ccc2occ(CN3CC4CC(C3)c3cccc(=O)n3C4)c(=O)c2c1 (configuration not stated),.,.,1,-18,-9,.,5,0
COc1ccc(Cc2c(O)[nH]c(=O)[nH]c2=O)c(OC)c1,15,.,2,4,-5,13,-77,.
C[C@]12C=CC(=O)C=C1CC[C@@H]1[C@@H]2CC[C@]2(C)C(=O)CC[C@@H]12,.,-5,2,11,0,.,6,-7
N#CC12CNCC1CN=N2 (configuration not stated),1,.,-5,13,.,7,-4,3
CCC(=NCc1cccnc1)c1c(O)n(C2CCCCC2)c(=O)[nH]c1=O,10,2,.,.,-3,.,.,0
CCOP(=S)(OCC)SCOC(=O)NCC(=O)OC,.,-12,.,-2,-18,.,.,-2
CCC(=O)N1[C@@H]2Cn3c(ccc(-c4ccc(F)cc4)c3=O)[C@H]1[C@@H](C(=O)OC)[C@@H]2CO,.,.,2,6,.,-22,-6,1
O=Cc1cn(Cc2c(F)cccc2Cl)c2ccccc12,-2,7,1,12,0,4,11,0
Cc1ncc([N+](=O)[O-])n1CCOc1nonc1N,7,.,1,13,3,13,-3,.
COc1ccc(NC(=O)N2C[C@@H]3C[C@@H](C2)c2cccc(=O)n2C3)c(OC)c1,.,2,3,0,-11,.,6,-2
COC(=O)c1cccc(NC(=O)N2C[C@H]3C[C@@H](C2)c2cccc(=O)n2C3)c1,.,0,2,-3,3,.,-9,2
C/C=C/c1ccc([C@H]2[C@H]3CN(C(=O)Cc4ccncc4)CCCCN3[C@H]2CO)cc1,.,11[16.7 µM],-2,-21,2,8,-8,-4
Cc1ccc(OC(=O)N(C)C[C@@H]2OCc3cnnn3CCCC(=O)N([C@H](C)CO)C[C@H]2C)cc1,-4&2,-4,-1&-2,16,5&3,7&-4,4&3,1&-6
CC(C)[C@@]1(NC(=O)[C@@H]2C[C@@H]3c4cccc5[nH]cc(c45)C[C@H]3N(C)C2)O[C@@]2(O)[C@@H]3CCCN3C(=O)[C@H](Cc3ccccc3)N2C1=O,6&1,3,5,.,-3,13,19,-1
Cc1[nH]c2ccccc2c1CN1CCCCC1,4,.,3,4,.,16,7,.
Cc1cccc(C)c1-n1nnnc1C(c1cccs1)N1CCC2(CC1)C(=O)NCN2c1ccccc1 (configuration not stated),-6,13,0,2,-35,10,9,-5
COC(=O)C1=C(c2cc3ccccc3o2)C[C@@H]2CC[C@H]1N2C(=O)N1CCOCC1,5,.,0,0,.,15,47,-4
CCCN1CCC(NC2CCC(O)CC2)CC1 (configuration not stated),-1,-1,-62,12,6,-3,1,7
COc1ccccc1CNCCc1cccc(Cl)c1,4,13,-1,5,-7,5,8,1
OC[C@H]1[C@H]2c3ccccc3NC[C@H]2N1Cc1cccnc1,-12,21[16.7 µM],-3,6,3,-16,2,-2
O=C(Cc1ccccn1)N1CCCCN2[C@H](CO)[C@H](c3ccc(-c4ccccc4F)cc3)[C@@H]2C1,.,8[16.7 µM],-6,2,15,49,13,3
C[C@]12CC[C@H](O)C[C@H]1CC[C@@H]1[C@@H]2C[C@@H](O)[C@]2(C)[C@@H](C3=CC(=O)OC3)CC[C@]12O,1,21,-4,80*,.,104*,81*,-1
c1ccc2c(c1)Sc1ccccc1N2CC1CN2CCC1CC2 (configuration not stated),-4,0,1,.,5,5,-1,1
CN1CCc2cc3c(c4c2C1Cc1ccccc1-4)OCO3 (configuration not stated),3,.,84*,4,.,13,-7,0
CC(=NCc1ccco1)c1c(O)n(-c2ccc(C)cc2)c(=O)[nH]c1=O,-4,.,-4,4,-10,14,7,.
CCOC(=O)c1c(-c2ccc(OC)cc2)oc2ccc(OC(=O)N(C)C)cc12,-5,2,.,.,.,-8,.,-1
CC1(C)C(C(=O)N2CCN(c3ccc(Cl)cc3)CC2)C1(C)C,-4,-8,-1,1,0,6,-2,4
Cc1cccc(OP(=O)(Oc2ccccc2)OC(c2ccccc2)C(F)(F)F)c1 (configuration not stated),-6,.,-1,6,.,-4,12,.
CCC(CC)NCc1c[nH]c2ccccc12,-5,.,-3,.,.,27,16,.
O=c1[nH]c(O)c(N=Nc2ccc([N+](=O)[O-])cc2)c(=O)[nH]1,-1,.,0,-13,20,-9,11,.
CCc1ccc(NC(=O)CCNC(=O)N2C[C@H]3C[C@@H](C2)c2cccc(=O)n2C3)cc1,.,3,2,-6,-1,.,-23,0
O=C(c1ccccc1)C(O)(CN1CCCCC1)c1ccccc1 (configuration not stated),7,10,0,19,-2,.,-1,8
CC1c2ccccc2-n2nncc2CN1CC1CCCCC1 (configuration not stated),-1,-3,0,11,9,-3,10,-4
COc1cccc2c1N=C1CCCC3CN(C(C)=O)CCC123 (configuration not stated),0,-2,3,16,2,1,6,-1
Cc1ccc(CN2C(=O)NC(=O)C3(Cc4c(nc5ccccn5c4=O)N4CCCCCC43)C2=O)cc1 (configuration not stated),-6,-7,.,.,1,7,.,-1
CCC(C)C1NC(=O)C(C(C)=O)=C1O (configuration not stated),.,-4,3,.,9,.,4,-2
Cc1c(O)ccc(C(=O)CN2CC(C)OC(C)C2)c1O (configuration not stated),9,-2,-7,-5,7,22,.,-1
c1ccc(Cn2ccnc2)cc1,8,-2,-1,-9,1,-3,4,4
O=C(Cc1c[nH]c2ccccc12)NNCc1ccc(N(CCCl)CCCl)cc1,3,.,3,0,2,4,20,0
O=P(Nc1cccc(Cl)c1)(Oc1ccccc1)Oc1ccccc1,-5,36,-4,18,-14,13,2,-2
N#Cc1ccc(NC(=O)CN2CCN(C(=O)c3cccs3)CC2)cc1Cl,-9,0,1,-18,3,-5,6,1
Cc1ccc(-c2ccc(=O)n(CC(=O)N3CCC4(CC3)OCCO4)n2)cc1,-13,-7,0,3,2,9,9,-2
CN(C(=O)Cc1ccc(Cl)c(Cl)c1)C(CN1CCCC1)c1cccc(OCC(=O)O)c1 (configuration not stated),-4,7,-3,2,-1,-19,-1,1
Cc1ccc(S(=O)(=O)N2Cc3cc(-c4ccccc4)ccc3-n3nncc3C2)cc1,9,6,1,8,-13,15,11,0
CCOC(=O)CC1=C(C(=O)OCC)C2(C(=O)N1CC(=O)OC)C(C#N)=C(N)Oc1ccccc12 (configuration not stated),.,-2,.,20,4,.,.,-1
C[C@@H]1CN([C@@H](C)CO)C(=O)CCCn2cc(nn2)CO[C@H]1CN(C)C(=O)Oc1ccc2ccccc2c1,-4&-5,-1,3&-3,3,-9&-6,7&-20,-12&1,-1&-6
CCOC(=O)C1(CCc2ccccc2)CCN(Cc2ccc3c(c2)OCCO3)CC1,.,-5,-1,-23,-10,12,17,2
Nc1nonc1OCCCCOc1nonc1N,-5,-3,3,-9,-7,-21,6,0
CCCCOC(=O)c1ccc(NC(=O)c2c(O)[nH]c(=O)[nH]c2=O)cc1,-25,-1,.,-18,9,-10,9,1
COc1ccc(CNCCc2c[nH]c3ccccc23)cc1OC,-3,-13,-3,-3,7,22,12,2
CCOC(=O)c1c(C)n(Cc2ccc(F)cc2)c2ccc(O)cc12,13,3,0,-8,-11,17,4,-1
COc1ccc(C2=CC(c3ccc4c(c3)OCO4)c3c(c4ccccc4oc3=O)O2)cc1OC (configuration not stated),19,27,-1,-9,-5,5,11,.
CCN(CC)S(=O)(=O)c1cccc(N=Nc2c(O)n(CC)c(=S)n(CC)c2=O)c1,-5,-10,1,-6,-5,-3,7,0
COC(=O)C1=C(c2cccc(OC)c2OC)C[C@@H]2CC[C@H]1N2C(=O)NC1CCCCC1,8,4,-1,-12,2,-10,-9,-4
CC(C)CCOP(N)(=O)Oc1ccccc1 (configuration not stated),-5,2,-2,-15,-9,-14,1,-2
CC(C)Sc1nnc([C@@H](N)Cc2c[nH]c3ccccc23)o1,-2,17,.,.,.,-15,.,0
COc1ccc(N=C(C)c2c(O)[nH]c(=O)[nH]c2=O)cc1,-2,1,-1,0,-12,-13,2,1
CCCN1CCC[C@H](c2cccc(O)c2)C1,5,-2,0,-1,.,-9,0,1
O=c1[nH]c(=O)n(-c2ccccc2F)c(O)c1/C=C1\C=Nc2ccccc21,-5,.,-1,20,.,-3,22,.
CCCOC(=O)Nc1ccc([As](=O)(O)O)cc1NC(=O)OCCC,5,-1,0,2,1,-16,5,-6

Continuation.
SMILES,FN deposition inh,miR122 inh,Casp6 inh,LGR2 antag,PGC1a acetyl inh,PAX8 reporter,EWS-Fli block,Cneo AK release
CC1=NN(c2ccccc2)C(=O)/C1=C/c1c(O)[nH]c(=O)[nH]c1=O,-5,-5,-1,0,49*,8,-4,2
COC(=O)C1=C(c2ccc(-c3ccccc3)c(F)c2)C[C@@H]2CC[C@H]1N2C(=O)NCCO,2,7,0,12,5,-27,6,27
CCN1C[C@]2(CO)CC[C@H](OC)[C@@]34C2[C@H](OC)[C@@](O)(C13)[C@@]1(O)C[C@H](OC)[C@H]2C[C@@H]4[C@@H]1[C@H]2OC,1,6,3,-3,2,-8,-7,3
CCOC(=O)[C@]12Cc3ccc(C)cc3[C@H]1N(C1CCCCC1)C(=O)c1cc(OC)ccc12,29,.,.,55*,.,101*,?,.
CN(C)Cc1c[nH]c2ccc([N+](=O)[O-])cc12,1,-2,-1,-8,9,-7,1,1
COc1ccc(CNC(=O)C(NC(C)=O)C(C)C)cc1OC (configuration not stated),-12,-5,2,3,.,7,8,0
COC(=O)[C@@H]1[C@@H](CO)[C@@H]2Cn3c(ccc(-c4ccccc4F)c3=O)[C@H]1N2C(=O)C1CC1,.,2[16.7 µM],-3,4,3,2,-4,0
CC1(C(=O)O)CCCC2(C)c3cc(O)ccc3CCC12 (configuration not stated),2,0,2,6,4,-1,-7,-3
Cc1ccc(C)c(NC(=O)CSc2nnc([C@@H](N)Cc3c[nH]c4ccccc34)o2)c1,-7,-5,.,.,-15,.,.,-1
CCCC[N+]12C3C[C@H](C4[C@H](O)[C@]5(C[C@@H]41)c1ccccc1N(C)[C@@H]35)[C@H](CC)[C@H]2O (some centres not stated),2,-5,-1,-20,-3,5,3,-3
O=C(c1cc(S(=O)(=O)N2CCCCC2)ccc1F)N1CCC2(CC1)OCCO2,.,.,2,-2,1,.,-1,1
